MrgX1 ag = agonists of human MrgX1 receptor, primary screen, HEK293 cells, Fluo-4 calcium flux; AID 588627, 2011; B-score at 10 µM; Mas-related G-protein coupled receptor member X1 (Homo sapiens), Q96LB2; actives 0.44% (n = 310,000); Fluo-4 calcium fluorescence, agonist mode; active compounds read high;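 active = calcium response B-score plate-corrected fluorescence ratio at least 3 library SD, with starting fluorescence B-score inside 5 SD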
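Material – MrgX1-expressing HEK293 cells · Input – 15,000 cells seeded per well · Dosing – compound as first of three additions · Times – overnight seeding, then 1 h dark dye loading · Measured by – kinetic Fluo-4 NW fluorescence of intracellular calcium · Read-out – B-scored fluorescence response ratio · Benchmarks – positive and negative control wells on each plate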
TMEM16A inh = TMEM16A chloride channel inhibitors, primary screen, cell-based, HTS; actives 1.2% (n = 310,000); Anoctamin-1 (Mus musculus), Q8BHY3; HEK293 TMEM16A/YFP iodide influx fluorescence, ionomycin; normalized B-score (activity score, 25-100; higher = stronger inhibition) at 10 µM;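 active = ratio plate-corrected score three or more library SD toward inhibition, starting fluorescence score within five deviations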;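 note: score derived from kinetic fluorescence span divided by baseline fluorescence per well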
Target sequence (Q8BHY3 whole entry, looked up): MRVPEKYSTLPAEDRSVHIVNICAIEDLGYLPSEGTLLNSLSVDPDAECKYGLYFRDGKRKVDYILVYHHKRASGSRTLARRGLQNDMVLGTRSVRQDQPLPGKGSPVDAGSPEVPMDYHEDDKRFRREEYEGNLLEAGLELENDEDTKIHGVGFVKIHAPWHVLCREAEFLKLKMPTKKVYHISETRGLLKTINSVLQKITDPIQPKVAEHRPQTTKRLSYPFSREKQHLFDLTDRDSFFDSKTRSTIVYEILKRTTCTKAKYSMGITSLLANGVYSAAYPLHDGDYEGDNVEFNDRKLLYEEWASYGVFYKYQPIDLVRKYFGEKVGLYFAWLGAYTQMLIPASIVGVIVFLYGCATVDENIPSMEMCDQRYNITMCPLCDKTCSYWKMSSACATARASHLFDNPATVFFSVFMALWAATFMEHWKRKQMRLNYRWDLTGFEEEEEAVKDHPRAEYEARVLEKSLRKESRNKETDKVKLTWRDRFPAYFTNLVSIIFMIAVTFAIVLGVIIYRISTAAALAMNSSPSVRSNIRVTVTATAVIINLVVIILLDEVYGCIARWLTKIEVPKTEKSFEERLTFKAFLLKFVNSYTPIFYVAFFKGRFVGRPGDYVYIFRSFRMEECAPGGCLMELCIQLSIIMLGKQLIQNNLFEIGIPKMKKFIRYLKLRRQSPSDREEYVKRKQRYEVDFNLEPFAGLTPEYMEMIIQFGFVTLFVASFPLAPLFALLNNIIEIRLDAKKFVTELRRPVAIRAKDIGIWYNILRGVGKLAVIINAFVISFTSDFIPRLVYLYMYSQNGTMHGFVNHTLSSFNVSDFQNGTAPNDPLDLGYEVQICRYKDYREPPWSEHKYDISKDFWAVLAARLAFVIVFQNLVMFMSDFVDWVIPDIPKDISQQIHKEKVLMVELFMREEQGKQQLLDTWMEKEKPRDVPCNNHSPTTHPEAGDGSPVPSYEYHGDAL
KCNQ1 pot = potentiators or activators of KCNQ1 channel, primary screen, cell-based, thallium flux, high-throughput. Potassium voltage-gated channel subfamily KQT member 1 (Homo sapiens), P51787. CHO-K1 KCNQ1, thallium flux FluxOR fluorescence; active compounds read high. B-score at 10 µM. actives 0.35% (n = 310,000);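 active = fluorescence ratio B-score, a plate-corrected score, at least three library SD, with initial intensity B-score within 5 SD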
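Assay system: CHO-K1 cells stably expressing KCNQ1; Medium: assay buffer with matched DMSO; Also added: K+/Tl+ depolarizing stimulus; Dosing: single dose; Timing: dye 90 min, compound 20 min, room temperature; Measured by: kinetic FluxOR thallium fluorescence, 10-s 1-Hz baseline, 110-s post-stimulus read; Read-out: peak-minus-minimum fluorescence over initial fluorescence, negative-control normalized, B-scored.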
KCNQ1 block = inhibitors of human KCNQ1 channel, primary screen, cell-based, thallium flux, high-throughput; CHO-K1 KCNQ1, FluxOR thallium flux fluorescence; active compounds read high; Potassium voltage-gated channel subfamily KQT member 1 (Homo sapiens), P51787; actives 1.3% (n = 310,000); AID 2642, 2010; B-score at 10 µM;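 active = compounds whose thallium flux B-score, printed positive for inhibition, exceeds three library SD while starting fluorescence stays within three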;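 note: channel opened by potassium depolarization with thallium stimulus after 20 min compound exposure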
hERG protect = hERG rescue from dofetilide block, primary screen, cell-based, CHO-hERG, FluxOR thallium flux, dofetilide IC70. dofetilide IC70 present. activation (rescue from dofetilide block), less the hit threshold, % at 10 µM. actives 0.51% (n = 310,000). AID 1511, 2009;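 active = activation above the mean of controls blocked by dofetilide plus 5 SD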;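 note: thallium influx through hERG after potassium depolarization seen as dye fluorescence rise; in these data hits start at about 4.7%; inactives centre near -7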
ANO1 activ = TMEM16A chloride channel activators or potentiators, primary screen, cell-based, HTS; Anoctamin-1 (Mus musculus), Q8BHY3; HEK293 TMEM16A/YFP-H148Q/I152L, iodide quench fluorescence; active compounds read low; B-score at 10 µM; actives 0.3% (n = 340,000); AID 623877, 2012;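 active = fluorescence-ratio B-score plate-corrected deviation score at least 3 library SD below zero, with starting fluorescence score within 5 deviations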;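 note: channel opened by trigger with iodide after compound preincubation; score built on the fluorescence ratio of max minus min over baseline; more negative score means more quench and so TMEM16A activation or potentiation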
RGS4 pot = RGS4 potentiators or activators, primary screen, cell-based, HEK293 M3R inducible RGS4, calcium flux; carbachol calcium flux Fluo4; active compounds read low; B-score at 10 µM; actives 0.92% (n = 310,000); AID 463111, 2010;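 active = B-score of the integrated calcium signal more than 4 SD below the library mean, with starting fluorescence not abnormally high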;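 note: negative B-score means reduced calcium response which marks RGS4 activation or potentiation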
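Assay system: Inducible-RGS4 HEK293 cells carrying M3 receptor | Schedule: Compound preincubation 20 min at room temperature before agonist | Signal: Kinetic calcium fluorescence imaging with Fluo4-AM dye, 2 µM | Read-out basis: B score from integrated fluorescence ratio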
KCNK9 inh = KCNK9 potassium channel inhibitors, primary screen, HEK293 cells, thallium flux; Potassium channel subfamily K member 9 (Homo sapiens), Q9NPC2; FluxOR thallium flux fluorescence; active compounds read low; B-score at 10 µM; actives 1.2% (n = 310,000);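 active = ratio B-score over 3 SD below the library mean, with starting fluorescence within 5 SD of its mean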;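 note: negative B-score means less thallium flux so channel inhibition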
KCNK3 block = human KCNK3 channel inhibitors, primary screen, CHO cells, FluxOR thallium flux, B-score | FluxOR fluorescence; active compounds read low | B-score at 10 µM | actives 0.84% (n = 340,000) | AID 602410, 2012;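 active = B-score under library mean minus 4 SD, starting fluorescence ratio at most library mean plus 5 SD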;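 note: more negative B-score means stronger inhibition of thallium flux through KCNK3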
RGS4 block = RGS4 inhibitors, primary screen, cell-based, HEK293 M3R inducible RGS4, calcium flux; Regulator of G-protein signaling 4 (Homo sapiens), P49798; Fluo-4 calcium flux; active compounds read high; triggered by carbachol at its EC20; B-score at 10 µM; actives 0.45% (n = 310,000);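 active = B-score, a plate-corrected calcium signal, over three deviations above library mean, with baseline fluorescence within five deviations of library mean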;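 note: RGS4 expression induced by doxycycline in cells with stable M3 receptor; B-score is computed from the integrated fluorescence ratio over baseline after carbachol; higher B-score means a larger calcium signal and so more RGS4 inhibition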
MrgX1 allo act = positive allosteric modulators of MrgX1, primary screen, HEK293 cells, Fluo-4 calcium flux; FDSS; active compounds read high; B-score at 10 µM; actives 0.63% (n = 310,000); AID 588675, 2011;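 active = plate-corrected calcium response at least 3 library SD above typical, normal starting fluorescence, not activating the receptor alone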;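 note: compound read alongside a low EC10 to EC30 dose of BAM8-22 agonist; peak minus trough fluorescence over baseline measured at the second addition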
An asterisk follows results filed as active; i = inactive; · = not tested or not shown.

SMILES | MrgX1 ag | TMEM16A inh | KCNQ1 pot | KCNQ1 block | hERG protect | ANO1 activ | RGS4 pot | KCNK9 inh | KCNK3 block | RGS4 block | MrgX1 allo act
O=C(c1ccccc1)c1ccc(C(=O)N2CCCC(C(F)(F)F)C2)cc1 (configuration not stated) | i | i | i | i | -10 | i | i | i | i | i | i
CCCc1nc2ccccc2c(=O)n1/N=C/c1ccccc1O | i | i | i | 6* | -16 | i | i | -8.4* | i | i | i
CCOC(=O)CSc1n[nH]c(NC(=O)c2cccc(C)c2)n1 | i | i | i | i | -6 | i | i | i | i | i | i
CN1CCN(C(=O)C(N)Cc2ccccc2)CC1 (configuration not stated) | i | i | i | i | -5 | i | i | i | i | i | i
CCOC(=O)c1c(NC(=O)CSc2nnc(-c3ccccc3C)n2C)sc(C(C)=O)c1C | i | 25* | i | i | -16 | i | i | i | i | i | i
Cc1ccc(/C=C2\SC(=S)N(CCCC(=O)NNC(=O)c3ccccc3O)C2=O)cc1 | i | i | i | i | -15 | i | i | i | i | i | i
O=C(NCc1cc(C(F)(F)F)cc(C(F)(F)F)c1)C1CC(c2cccc(F)c2)=NO1 (configuration not stated) | i | i | i | i | -2 | i | i | i | i | i | i
O=C(/C=C/Nc1ccc(F)c(F)c1)c1cccs1 | i | i | i | i | 4 | i | i | i | i | i | i
CCc1ccc(C(=O)CSc2n[nH]c(C)n2)cc1 | i | i | i | i | -15 | i | i | i | i | i | i
Cc1cccc(NC(=O)COc2ccc3oc4c(c3c2)CCCC4)n1 | i | i | i | i | -14 | i | i | i | i | i | i
Cc1nc(=O)c(-c2ccccc2)c(C)n1-c1cccc(/C=C/C(=O)O)c1 | i | i | i | i | -4 | i | i | i | i | i | i
CCOC(=O)c1c(C)[nH]c(C)c1C(=O)COC(=O)c1ccc(OC)c(OC)c1 | i | i | i | i | -9 | i | i | i | i | i | i
COc1ccc(Cl)cc1S(=O)(=O)Nc1ccc(Cl)cn1 | i | i | i | i | -13 | i | i | i | i | i | i
C[n+]1cn(CC(O)COCc2ccccc2)c2ccccc21 (configuration not stated) | i | i | i | i | -3 | i | i | i | i | i | i
N#Cc1ccc(COC(=O)c2cccnc2Cl)cc1 | i | i | i | i | -11 | i | i | i | i | i | i
Cn1c(SCC(=O)N/N=C/c2ccncc2)nc2ccccc21 | i | i | i | i | -3 | i | i | i | i | i | i
O=C(O)c1cccc(NC(=S)NC(NC(=O)c2ccco2)C(Cl)(Cl)Cl)c1 (configuration not stated) | i | i | i | i | -9 | i | i | i | i | i | i
O=C(NCc1cccs1)C1CC(c2ccccc2O)=NO1 (configuration not stated) | i | i | i | i | 0 | i | i | i | i | i | i
COC(=O)CCC(=O)OC1(C)C(=O)C=C2C=C(c3ccsc3)OC=C2C1=O (configuration not stated) | i | i | i | i | -10 | i | i | i | i | i | i
COc1cccc2c(O)c(-c3ccccc3)c(=O)[nH]c12 | i | i | i | i | -5 | i | i | i | i | i | i
O=C(CCC(=O)Nc1ccc(Br)cc1)N/N=C/c1ccccc1F | i | i | i | i | -4 | i | i | i | i | i | i
N#Cc1c(N)nc(SCC(=O)NCCc2ccccc2)c(C#N)c1-c1cccs1 | i | i | i | i | -8 | i | i | i | i | i | i
CCCCN(CCCC)C(=O)CSc1nnc(-c2cc(OC)c(OC)c(OC)c2)o1 | i | i | i | i | -14 | i | i | i | i | i | i
COCCNC(=O)Cn1nc(-c2ccccc2)c2ccccc2c1=O | i | i | i | i | -4 | i | i | i | i | i | i
CSc1nc(C)cc(SCC(=O)Nc2ccccc2)n1 | i | i | i | i | -3 | i | i | i | i | i | i
Cc1ccc(N2C(=O)Nc3ccccc3C2(O)C(=O)N2CCN(c3ccccn3)CC2)cc1C (configuration not stated) | i | i | i | i | -12 | i | i | i | i | i | i
Fc1cccc(Nc2ncnc3sccc23)c1 | i | i | i | i | -5 | i | i | i | i | i | i
CCOC(=O)c1nnn(-c2nonc2N)c1CNC(C)C | i | i | i | i | -3 | i | i | i | i | i | i
Cc1cc(S(=O)(=O)N2CCCCC2)ccc1OCC(=O)N1CCCC1 | i | i | i | i | -3 | i | i | i | i | i | i
COc1ccccc1/C=C/CN1CCN(Cc2ccc(F)cc2)C(CCO)C1 (configuration not stated) | i | i | i | i | -20 | i | i | i | i | i | i

Reprinted at random: three compounds from above, in no set order.
SMILES | MrgX1 ag | TMEM16A inh | KCNQ1 pot | KCNQ1 block | hERG protect | ANO1 activ | RGS4 pot | KCNK9 inh | KCNK3 block | RGS4 block | MrgX1 allo act
O=C(O)c1cccc(NC(=S)NC(NC(=O)c2ccco2)C(Cl)(Cl)Cl)c1 (configuration not stated) | i | i | i | i | -9 | i | i | i | i | i | i
COc1ccccc1/C=C/CN1CCN(Cc2ccc(F)cc2)C(CCO)C1 (configuration not stated) | i | i | i | i | -20 | i | i | i | i | i | i
COCCNC(=O)Cn1nc(-c2ccccc2)c2ccccc2c1=O | i | i | i | i | -4 | i | i | i | i | i | i

Next section
SMILES | MrgX1 ag | TMEM16A inh | KCNQ1 pot | KCNQ1 block | hERG protect | ANO1 activ | RGS4 pot | KCNK9 inh | KCNK3 block | RGS4 block | MrgX1 allo act
Cc1ccc(CSC2=NCCN2C(=O)c2ccc(S(=O)(=O)N(C)C)cc2)cc1 | i | i | i | i | -10 | i | i | i | i | i | i
Cc1cccc(N2C(S)=C(C#N)C(=O)NC2c2cccs2)c1 (configuration not stated) | i | i | · | · | · | i | · | · | i | · | i
O=C(Oc1cccc2cccnc12)c1ccc(Br)o1 | i | i | i | i | 0 | i | i | i | i | 4.7* | i
O=C1C=Cc2ccccc2/C1=C/c1[nH]c(=O)[nH]c1O | i | i | i | i | -1 | i | i | i | i | i | i
CC(C)C1C(C#N)=C(N)Oc2n[nH]c(C(C)(C)C)c21 (configuration not stated) | i | i | · | · | · | i | · | · | i | · | i
CC(CCc1ccccc1)NC(=O)CCCCCNc1nc(=S)[nH]c2ccccc12 (configuration not stated) | i | i | i | i | -9 | · | i | i | · | i | i
COCc1c(C(=O)N/N=C/c2ccco2)nnn1-c1nonc1N | i | i | i | i | -2 | i | i | i | i | i | i
O=C(NCc1ccccc1)N1CCC(CO)(CCc2ccccc2)CC1 | i | i | i | i | -13 | i | i | i | i | i | i
COC(=O)c1c(N(S(C)(=O)=O)S(C)(=O)=O)sc2c1CCN(c1ncc(C(F)(F)F)cc1Cl)C2 | i | i | i | i | -12 | i | i | i | i | i | i
CCOC(=O)N1CCC(N2CCN(S(=O)(=O)c3ccc(NC(C)=O)cc3)CC2)CC1 | i | i | i | i | -6 | i | i | i | i | i | i
CC(C)CC(N=C1NC(C)(C)Cc2ccccc21)C(=O)O (configuration not stated) | i | i | i | i | -4 | i | i | i | i | i | i
COc1ccc2c(c1)c(CC(=O)Nc1cc(C)ccc1C)c(C)n2C(=O)c1ccc(Cl)cc1 | i | i | i | i | -12 | i | i | i | i | i | i
O=C(COC(=O)c1cc2ccccc2oc1=O)Nc1ccc(F)cc1F | i | i | i | i | -9 | i | i | i | i | i | i
Cc1ccc(-c2nn(-c3ccc(F)cc3)cc2C(=O)NCC(c2cccs2)N2CCOCC2)cc1 (configuration not stated) | i | i | i | i | -17 | i | i | i | i | i | i
Cc1ccc(NCC(=O)N/N=C/c2ccc(-c3cccc(C(F)(F)F)c3)o2)cc1 | i | i | i | i | -6 | i | i | i | i | 28* | i
CCCC(=O)c1ccc(N2CCN(C(=O)OCC)CC2)c(F)c1 | i | i | i | i | -1 | i | i | i | i | i | i
CCN1CCN(Cc2nc3c(c(=O)[nH]c(=O)n3C)n2Cc2ccccc2Cl)CC1 | i | i | i | i | -5 | i | i | i | i | i | i
Cc1ccc(C(NC(=O)c2ccccc2)C(Cl)Cl)cc1 (configuration not stated) | i | i | i | i | -4 | i | i | i | i | i | i
Cc1cc(S(=O)(=O)N2CCOCC2)ccc1OCC(=O)NCCN1CCOCC1 | i | i | i | i | -9 | i | i | i | i | i | i
COc1cc(-c2nc(CCNC(=O)c3ccco3)cs2)cc(OC)c1OC | i | i | i | i | -10 | i | i | i | i | i | i
CSC1=C(C#N)C(c2ccccc2Cl)C(C(=O)c2cccs2)C(O)(C(F)(F)F)N1 (configuration not stated) | i | i | i | i | -6 | i | i | i | i | i | i
O=c1c2nnn(-c3ccc(Cl)cc3)c2ncn1Cc1ccccn1 | i | i | i | i | -9 | i | i | i | i | i | i
Cn1c(=O)c2c(nc(CN3CCc4ccccc4C3)n2Cc2ccc(F)cc2)n(C)c1=O | i | i | i | i | -6 | i | i | i | i | i | i
CCOC(=O)N1CCN(C(=O)c2cc(OC)c(OC)c(OC)c2)CC1 | i | i | i | i | -3 | i | i | i | i | i | i
Cn1nc(C(F)(F)F)c(-c2ccccc2)c1NC(=O)c1cccnc1 | i | i | i | i | -8 | i | i | i | i | i | i
Cc1cc(C)c[n+](C[n+]2cc(C)cc(C)c2)c1 | i | i | i | i | -2 | i | i | i | i | i | i
COc1ccccc1C(=O)Nc1ccc2[nH]ncc2c1 | i | i | 9* | i | 0 | i | i | i | i | i | i
Cc1cccc(Nc2nc(N3CCCC3)nc(N3CCCC3)n2)c1 | i | i | i | i | -12 | i | i | i | i | i | i
COc1ccc(/C(=N\O)c2ncc(C(F)(F)F)cc2Cl)cc1 | i | i | i | i | -9 | i | i | i | i | i | i
Cc1ccccc1OCCOCCN1CCCCCC1 | i | i | i | i | -5 | i | i | i | i | i | i

Screens deposited in PubChem by Johns Hopkins Ion Channel Center.
